Screening data deposited in PubChem BioAssay by several laboratories.
GALR2 blocker – GALR2 (human) receptor antagonism | GALR2-expressing cells, antagonist mode | inhibition, % at 4 µM | actives 0.39% (n = 140,000) | AID 828; in the data active means inhibition above about 27%;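 further: cells stimulated with galanin 1-16 at roughly its EC80; 0% = agonist challenge control and 100% = basal control without agonist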
Target sequence (O43603 whole entry, looked up): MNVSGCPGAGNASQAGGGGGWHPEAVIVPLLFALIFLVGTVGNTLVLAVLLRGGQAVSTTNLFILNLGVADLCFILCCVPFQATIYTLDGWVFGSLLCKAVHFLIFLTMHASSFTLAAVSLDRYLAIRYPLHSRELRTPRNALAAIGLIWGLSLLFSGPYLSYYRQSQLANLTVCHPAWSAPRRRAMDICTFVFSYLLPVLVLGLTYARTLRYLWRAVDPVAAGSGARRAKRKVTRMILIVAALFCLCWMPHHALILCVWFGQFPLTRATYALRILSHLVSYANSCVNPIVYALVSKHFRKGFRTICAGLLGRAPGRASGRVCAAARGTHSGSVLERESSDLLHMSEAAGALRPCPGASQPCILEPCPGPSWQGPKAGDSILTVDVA
Phagocytosis inh – blocks phagocytosis by macrophages | J774A.1 macrophage IgG-bead phagocytosis, imaging | inhibition, % at 5 µM | actives 0.07% (n = 110,000) | AID 1029;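 active means inhibition above the mean of the plate negative controls plus 5 SD, cut at about 13% in these data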;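 further: phagocytic index as fraction of beads internalized from green versus red external bead signal; plate controls were DMSO negative control for no effect and cytochalasin-D positive control for full effect; some results beyond the cut were filed as inactive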
Measles CPE – protection of cells from measles virus | Measles virus-infected cells, CPE protection, absorbance | protection (pct of control), % at 4 µM | actives 1.5% (n = 140,000) | AID 841; in the data active means protection mostly above about 24%, no sharp cut-off; inactive means mostly below about 26%; further: some compounds called inactive have numbers as strong as hits
E-sel TNF inh – blocks E-selectin expression induced by TNF alpha; HUVEC TNFa-induced E-selectin immunofluorescence, high content; inhibition, % at 2 µM; actives 0.71% (n = 120,000); AID 1246;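 active means inhibition above the batch mean plus 3 SD, and confirmed as a hit on visual image review, cut at about 43% in these data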;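 further: 0% = TNF-stimulated DMSO wells and 100% = unstimulated control wells; not every result past the cut was called active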
bCat KO growth – beta-catenin-lacking colon tumor cell growth suppression | viability, % at 10 µM | AID 818 | actives 1.5% (n = 140,000) | HCT116 beta-catenin knockout viability, CellTiter-Glo, 60 h; stronger effect = lower value;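 active means viability at or under a set limit, the compound median less 4 SD, cut at about 6% in these data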;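 further: 0% = Hyamine 1622 control at 20 µM and 100% = untreated cell control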
Yeast growth inh – chemicals that inhibit yeast BB579 growth in restrictive medium (lifespan-shortening candidates); S. cerevisiae BB579 growth, OD615, 48 h; actives 0.51% (n = 140,000); AID 804; inhibition, % at 10 µM;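 active means inhibition above a set limit, 3 SD over the mean compound inhibition, cut at about 44% in these data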; further: inactives centre near -24
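Detection: OD615 turbidity measurement; Material: Saccharomyces cerevisiae DeaD strain BB579, replicative lifespan model yeast; Timing: 48 h exposure, 30 °C; Doses: single 10 µM dose; Medium: CSMM-D restrictive synthetic medium containing dextrose (glucose); Controls: amphotericin B at 10 µg/mL as positive control.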
MRP-1 activ – MRP-1 activation | H69AR cells + doxorubicin, viability rescue, CellTiter-Glo | actives 0.61% (n = 140,000) | viability increase, % at 10 µM;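 active means viability gain under doxorubicin at or above a set limit, the compound median plus 3 SD, cut at about 4.7% in these data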;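 further: MRP-1 overexpressing cells given doxorubicin 25 µM after compound pretreatment; 18-22 h compound pretreatment then 72 h with doxorubicin before readout; 0% = doxorubicin-only wells and 100% = vehicle-treated cells without doxorubicin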
HCT116 PTEN-null – PTEN-deleted cell growth suppression | AID 827 | viability, % at 10 µM | actives 1.2% (n = 140,000) | HCT116 PTEN-null viability, CellTiter-Glo, 60 h; stronger effect = lower value;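 active means viability at or below a set limit, 4 SD under the median of all tested compounds, cut at about 3.7% in these data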;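 further: PTEN knockout HCT116 line with beta catenin targeted HCT116 as companion control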
Yeast lifespan up – yeast lifespan extension | actives 0.68% (n = 130,000) | AID 775 | inhibition of the nicotinamide effect, % at 10 µM | S. cerevisiae growth with nicotinamide, OD615; deaD strain in restrictive glucose medium;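 active means inhibition above a set limit, placed 3 SD over the median of all compounds, cut at about 26% in these data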;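 further: 0% = nicotinamide-treated wells and 100% = cells grown without nicotinamide; some compounds called inactive have numbers as strong as hits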
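Assay system: engineered S. cerevisiae DeaD replicative-lifespan strain, galactose-grown log-phase cells; Buffer or medium: CSMM-D glucose medium, restrictive; Probe or stimulus: nicotinamide 1.5 mM; Compound: single dose 10 µM compound, 0.25% DMSO; Schedule: 4 h preincubation then 48 h treatment at 30 °C; Technique: OD615 measurement.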
NPY Y2 blocker – antagonists of human neuropeptide Y receptor Y2; actives 0.99% (n = 140,000); P49146; inhibition, % at 2.7 µM; AID 793; NPY-Y2 expressing cells, antagonist mode; in the data active means inhibition above about 17%;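 further: 0% = vehicle with agonist challenge and 100% = reference antagonist with challenge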
Target sequence (P49146 whole entry, looked up): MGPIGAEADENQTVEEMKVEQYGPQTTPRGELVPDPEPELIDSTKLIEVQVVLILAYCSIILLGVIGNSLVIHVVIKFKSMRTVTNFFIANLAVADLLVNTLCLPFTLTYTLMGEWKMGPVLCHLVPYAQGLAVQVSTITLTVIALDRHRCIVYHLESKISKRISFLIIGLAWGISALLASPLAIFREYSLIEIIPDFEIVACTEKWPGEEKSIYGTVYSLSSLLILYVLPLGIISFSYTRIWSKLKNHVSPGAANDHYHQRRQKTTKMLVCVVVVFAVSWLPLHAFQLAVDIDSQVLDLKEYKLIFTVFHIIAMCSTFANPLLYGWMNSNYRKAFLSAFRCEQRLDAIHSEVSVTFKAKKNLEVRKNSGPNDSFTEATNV
Active calls of the source: *; / = no result given.

SMILES	GALR2 blocker	Phagocytosis inh	Measles CPE	E-sel TNF inh	bCat KO growth	Yeast growth inh	MRP-1 activ	HCT116 PTEN-null	Yeast lifespan up	NPY Y2 blocker
Cc1nc2ccc(S(=O)(=O)Nc3cc(-c4nc5cccnc5s4)ccc3C)cc2s1	5	/	7	-7	29	-28	-3.7	23	2	7
COc1ccc(CN2CCNC(=O)C2CC(=O)O)c(OC)c1 (stereo not given)	8	1	4	7	94	-16	1.3	96	-7	-2
O=C(Nc1ccc2nc(-c3cccs3)c(-c3cccs3)nc2c1)NC1CC1	0	-1	8	-7	90	-46	-0.5	84	-13	2
CCN(CC)C(=O)CSc1nc(-c2cccs2)cc(-c2cccs2)c1C#N	10	/	5	-25	69	-29	-4.4	59	/	18*
CCOC(=O)C1CCN(C(=O)C2CCN(S(=O)(=O)CC)CC2)CC1	-6	1	9	/	78	-22	-1.6	87	-1	1
COc1ccc(-c2nnc(SCC(=O)N3CCN(c4ccccc4)CC3)o2)cc1OC	5	/	0	-15	91	-5	-2.7	87	1	2
CC(=O)Nc1cccc(Cl)c1C(=O)O	13	0	8	-4	108	-17	-0.6	103	-10	2
COc1ccc(-n2cnnc2SCC(=O)Nc2nc(C)c(Cl)cc2Cl)cc1	-5	0	20	-18	88	-25	-3.3	97	-6	2
COc1cc(NS(=O)(=O)c2ccc(Nc3nc(-c4cccc([N+](=O)[O-])c4)cs3)cc2)nc(OC)n1	0	-2	12	3	87	-39	0.8	93	0	0
O=C(Nc1ccc(N2CCCC2)c(Cl)c1)c1ccc(Br)o1	-8	0	14	9	92	-69	-0.1	94	-11	1
COc1cccc(/C=N/NC(=O)Cn2nc(C)c([N+](=O)[O-])c2C)c1O	11	-12	3	/	35	15	6.6*	39	-1	3
CC1CCCC(NC(=O)Cc2ccc(Br)cc2)C1C (stereo not given)	-12	/	5	22	76	-41	2.2	86	/	6

The closing two records of the part above come first, to join the parts:
SMILES	GALR2 blocker	Phagocytosis inh	Measles CPE	E-sel TNF inh	bCat KO growth	Yeast growth inh	MRP-1 activ	HCT116 PTEN-null	Yeast lifespan up	NPY Y2 blocker
COc1cccc(/C=N/NC(=O)Cn2nc(C)c([N+](=O)[O-])c2C)c1O	11	-12	3	/	35	15	6.6*	39	-1	3
CC1CCCC(NC(=O)Cc2ccc(Br)cc2)C1C (stereo not given)	-12	/	5	22	76	-41	2.2	86	/	6
CSC1=C(C#N)C(c2ccc(C(C)C)cc2)CC(=O)N1 (stereo not given)	-5	0	22	/	94	-11	-1.1	99	-6	5
CCOC(=O)c1ccc(NC(=O)CN2C(=O)C(=O)N(CC(C)C)C2=O)cc1	-17	/	8	-8	93	-31	-0.7	92	-8	2
CN(C)CCCC(=O)c1ccc2c(c1)OCO2	-7	/	35*	-17	106	-12	0.9	115	-5	0
Cn1c(CN2CCCC2)nc2cc(NS(=O)(=O)c3ccccc3)ccc21	4	0	0	-9	93	-37	-2.4	93	-2	-1
CCN1CCN(C(=S)NCc2ccc(C)cc2)CC1	4	-6	5	23	87	12	-0.8	90	-2	4
CCc1ccc(C(=O)COC(=O)CNC(=O)c2cccs2)cc1	-3	-1	12	-21	93	-22	0.1	99	-8	0
O=C(Nc1cnc2ccccc2c1)c1cccnc1	7	0	20	11	101	-35	-5.8	103	-7	1
Cc1cc(C)nc(Nc2n[nH]c(COc3ccccc3)n2)n1	15	0	17	-93	88	-8	-0.5	100	/	0
C=CCn1c(SCC(=O)Nc2ncc(Cc3cc(C(F)(F)F)ccc3Cl)s2)nnc1-c1ccncc1	-21	-3	22	/	101	-55	0.2	90	-7	3
Cc1cccc2c1Sc1ccccc1CC2=O	1	/	-1	7	91	-53	-2.6	88	-23	4
C=C(C)CSc1nc2ncccc2[nH]1	2	-1	18	/	92	-26	0.0	107	-7	1
O=C(NCc1cccs1)c1cccc(N2CCCC2=O)c1	-2	-2	12	12	103	19	-1.0	100	-15	-1
CNC(=O)C1CC(=O)N(Cc2ccc3c(c2)OCO3)C(=Nc2ccc(OC)cc2)S1 (stereo not given)	18	-2	/	-3	104	-73	-0.4	101	-14	0
O=C(NCCN1CCOCC1)c1ccc2ccccc2n1	-1	-2	9	-14	89	6	-3.2	97	-4	0
Cc1ccc(SCCC(=O)Nc2ccccc2C(=O)N2CCOCC2)cc1	2	1	14	/	82	-2	-2.7	92	3	-2
O=C(CC(=O)Nc1ccc(Cl)c(Cl)c1)N/N=C/c1ccc(O)cc1	-9	-2	22	/	81	-54	-0.5	87	5	-3
c1ccc(N2CCN(Cc3ccnc4ccccc34)CC2)cc1	21	-1	10	-21	19	-17	-3.9	22	-10	5
CCc1ccc(/C=C/C(=O)c2cc(Br)ccc(=O)c2O)cc1	4	-2	10	-52	5.1*	89*	-6.6	7	-10	5
OCC[C@@H]1C[C@@H](O)[C@H](O)[C@]2(CCCCO2)O1	6	/	7	-2	84	-29	-0.2	91	0	1
O=S(=O)(Nc1cccc2ncccc12)c1cccs1	1	0	3	-51	1.7*	4	-5.8	1.5*	10	0
Cc1[nH]n(-c2ccccc2)c(=O)c1C(C[N+](=O)[O-])c1ccccc1Cl (stereo not given)	9	-1	28	-26	91	23	-0.4	84	7	4
Cc1ccc(S(=O)(=O)N/N=C2/CC(c3ccccc3)Oc3ccccc32)cc1 (stereo not given)	16	/	24	-18	74	-37	1.5	70	-9	2
Cc1ccc(C)c(N2C(=O)CC(N3CCN(Cc4ccc5c(c4)OCO5)CC3)C2=O)c1 (stereo not given)	-4	5	6	-2	93	-49	-0.2	99	-4	5
CCOc1ccc(-n2c(SCC(=O)c3c(N)n(C)c(=O)n(C)c3=O)nnc2-c2cccnc2)cc1	-5	-7	22	-13	95	-39	-2.4	100	6	5
CC(C(=O)N/N=C/c1ccc(N(C)C)c(Br)c1)N(c1ccccc1)S(C)(=O)=O (stereo not given)	3	/	14	-4	78	-14	-1.3	66	-14	-3
Nc1cccc2cnccc12	6	/	17	1	98	26	-1.5	105	-6	2
O=c1cc(O)c(-c2ccccc2Cl)c(Cl)[nH]1	-12	0	19	0	98	-77	0.6	102	5	0
N=C(N)SCc1nc2ccccc2c(=O)n1-c1ccccc1Cl	2	2	11	-17	109	-21	3.4	100	-27	1
Clc1ccc(C2=CSC3=Nc4cccc5cccc(c45)N23)cc1	4	/	9	-25	37	-29	-6.8	41	/	2
CN(C)c1ccc(CNC23CN4CN(CN(C4)C2)C3)cc1	15	-1	16	-10	102	-39	-2.3	98	2	3
Nc1nnc(CC(=O)N/N=C\c2cc([N+](=O)[O-])ccc2O)s1	-4	-8	8	/	85	25	-3.9	59	-3	0
COC(=O)c1ccccc1NC(=S)NC(=O)COc1ccccc1	-1	0	6	9	90	-29	-0.6	98	-18	4
O=C(Nc1cccc(S(=O)(=O)Nc2ccc(Cl)cc2)c1)c1ccc2c(c1)OCCO2	5	/	5	-4	16	-32	2.6	18	4	-1
Cc1cc(Cl)ccc1NC(=S)N1CCC(C(N)=O)(N2CCCCC2)CC1	22	-11	11	/	100	1	-1.7	89	-2	1
Cc1cc(=O)c2n(Cc3ccc(Cl)cc3)nc[n+]2[nH]1	5	-1	5	-7	100	-14	1.4	104	-10	0
COc1ccc(OC)c(N(CC(=O)NCCSc2ccccc2)S(C)(=O)=O)c1	2	0	22	43	91	-62	-1.3	102	-7	-3
Cc1ccc(C)c(N2CCN(C(=O)c3ccc(Cn4c(=O)[nH]c5ccccc5c4=O)cc3)CC2)c1	-13	2	10	-13	8	-31	-5.3	10	-14	5
Cc1cc(C)c2c(n1)nn1c(C)c(CCC(=O)NCc3ccco3)c(C)nc21	11	0	17	-6	92	1	-3.4	98	-3	0
COC(=O)C(O)(CC(=O)Nc1ccc(C)c(F)c1)C(F)(F)F (stereo not given)	1	0	8	4	103	-50	0.7	95	-3	5
CCCCNC(=O)C1CCCNC1=O (stereo not given)	-9	0	5	12	97	-16	0.6	88	5	4
CC(=O)Nc1ccc(/C=N/Nc2nc3ccccc3[nH]2)cc1	11	-3	6	-14	16	-28	0.7	36	4	4
CCCCCC/C(C)=C1/SC(=S)NC1=O	3	/	3	-16	94	95*	-3.1	90	-13	3
CCc1nc2ccccc2c(C(=O)OCC(=O)NCCCN2CCCC2=O)c1C	3	0	2	-23	108	-43	-0.8	112	-5	-1
COc1ccc(-c2nnc(SC(C)C(=O)Nc3nccs3)n2Cc2ccccc2)cc1OC (stereo not given)	-10	0	19	17	77	37	-1.1	81	-16	12
CC(C)COc1ccc(CNC(=S)NCc2ccccc2)cc1	8	/	3	-25	74	-4	-5.7	70	-11	1
O=C(Nc1ccccc1C(=O)N/N=C/c1ccc(F)cc1)c1ccccc1Br	-7	/	12	-22	97	-35	-1.8	113	-11	0

In the list so far, these contain an aryl methoxy group:
SMILES	GALR2 blocker	Phagocytosis inh	Measles CPE	E-sel TNF inh	bCat KO growth	Yeast growth inh	MRP-1 activ	HCT116 PTEN-null	Yeast lifespan up	NPY Y2 blocker
COc1ccc(CN2CCNC(=O)C2CC(=O)O)c(OC)c1 (stereo not given)	8	1	4	7	94	-16	1.3	96	-7	-2
COc1ccc(-c2nnc(SCC(=O)N3CCN(c4ccccc4)CC3)o2)cc1OC	5	/	0	-15	91	-5	-2.7	87	1	2
COc1ccc(-n2cnnc2SCC(=O)Nc2nc(C)c(Cl)cc2Cl)cc1	-5	0	20	-18	88	-25	-3.3	97	-6	2
COc1cc(NS(=O)(=O)c2ccc(Nc3nc(-c4cccc([N+](=O)[O-])c4)cs3)cc2)nc(OC)n1	0	-2	12	3	87	-39	0.8	93	0	0
COc1cccc(/C=N/NC(=O)Cn2nc(C)c([N+](=O)[O-])c2C)c1O	11	-12	3	/	35	15	6.6*	39	-1	3
CNC(=O)C1CC(=O)N(Cc2ccc3c(c2)OCO3)C(=Nc2ccc(OC)cc2)S1 (stereo not given)	18	-2	/	-3	104	-73	-0.4	101	-14	0
COc1ccc(OC)c(N(CC(=O)NCCSc2ccccc2)S(C)(=O)=O)c1	2	0	22	43	91	-62	-1.3	102	-7	-3
COc1ccc(-c2nnc(SC(C)C(=O)Nc3nccs3)n2Cc2ccccc2)cc1OC (stereo not given)	-10	0	19	17	77	37	-1.1	81	-16	12
